HIF act: HIF pathway transcriptional activators, primary screen, cell-based, U2OS HRE-luciferase, luminescence; U2OS HRE-luciferase reporter; normalized: DMSO 0%, desferrioxamine 100%; activation, % at 7.5 µM (by protocol); actives 0.32% (n = 300,000); AID 1910, 2009;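 active means mean activation of at least 10% of the iron chelator positive control signal, with at least half of replicates also reaching 10%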
PolyA inhibitor: polyadenylation inhibitors in yeast reporter cells, primary screen, luminescence, S. cerevisiae; S. cerevisiae SKY197-pL101 polyadenylation reporter, beta-gal luminescence; efflux-impaired pdr1/pdr3 knockout yeast; score 100 = 6 SD above DMSO; calls only at 12 µM; actives 0.02% (n = 300,000);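 active means lowest replicate activity score at least 50, where 100 means six control SD above control mean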;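 further: yeast exposed to compound for 9 h at 30 °C; higher score means more reporter readthrough which indicates perturbed polyadenylation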
MrgX1 PAM: positive allosteric modulators of MrgX1, primary screen, HEK293 cells, Fluo-4 calcium flux. B-score at 10 µM. FDSS; active compounds read high. actives 0.63% (n = 310,000). Mas-related G-protein coupled receptor member X1 (Homo sapiens), Q96LB2. AID 588675, 2011;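 active means plate-corrected calcium response at least 3 library SD above typical, normal starting fluorescence, not activating the receptor alone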;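 further: compound read alongside a low EC10 to EC30 dose of BAM8-22 agonist; peak minus trough fluorescence over baseline measured at the second addition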
AI-2 QS modul: Vibrio harveyi AI-2 quorum sensing modulators, primary screen, JMH597 strain, luminescence/OD600 ratio; Vibrio harveyi JMH597 AI-2 luminescence/OD600 ratio, 9 h; active compounds read low; strain lacks LuxN and CqsS sensors; 0 = neutral-control median; actives 0.4% (n = 300,000); activity change, % at 7.5 µM; in the data active means activity change below about -75%, passing the limit was not always enough;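 further: luminescence divided by OD600 gain over 9 h not by final OD600 alone; inactives centre near 13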
TRPC4 potent: positive allosteric modulators of TRPC4, primary screen, cell-based, mouse TRPC4beta, HEK293 mu-opioid, Fluo-4 calcium | actives 0.42% (n = 310,000) | AID 2227, 2009 | B-score at 10 µM | DAMGO EC20, Fluo-4 Ca2+ flux; active compounds read high;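 active means B-score of calcium response area above 5 SD of library B-scores, with initial fluorescence ratio within 5 SD of library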;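 further: B-score of integrated fluorescence ratio over time as area under calcium response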
MrgX1 agonist: agonists of human MrgX1 receptor, primary screen, HEK293 cells, Fluo-4 calcium flux | actives 0.44% (n = 310,000) | B-score at 10 µM | Fluo-4 calcium fluorescence, agonist mode; active compounds read high | AID 588627, 2011 | Mas-related G-protein coupled receptor member X1 (Homo sapiens), Q96LB2;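 active means calcium response B-score plate-corrected fluorescence ratio at least 3 library SD, with starting fluorescence B-score inside 5 SD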
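times = overnight plating, then 30 min 37 °C plus 30 min room-temperature dye loading | assay system = stable human MrgX1 HEK293 cell line | input = fifteen thousand cells per well | signal = kinetic calcium dye fluorescence, Fluo-4 NW | dosing = compound delivered in addition one of three | read-out = B-scored fluorescence response ratio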
TRPC4 block: inhibitors of mouse TRPC4 channel, primary screen, Fluo4 calcium, HEK293 TRPC4beta/mu-opioid cells | Short transient receptor potential channel 4 (Mus musculus), Q9QUQ5 | DAMGO-evoked Fluo4 calcium flux; active compounds read low | B-score at 10 µM | actives 0.39% (n = 300,000);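 active means B-score over 3 SD under the library average, no early fluorescence shift, positive overall ratio signal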
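Signal: kinetic Fluo4 fluorescence imaging of calcium influx. Material: stable TRPC4beta/mu-opioid receptor HEK293 cells. Probe or stimulus: DAMGO in two steps, submaximal then maximal.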
TRPC6 inh: mouse TRPC6 channel inhibitors, primary screen, cell-based, HEK293, membrane potential dye; Short transient receptor potential channel 6 (Mus musculus), Q61143; ACh-evoked depolarization; active compounds read low; B-score at 10 µM; actives 1.1% (n = 310,000);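 active means B-score under library mean minus 3 SD, initial fluorescence not abnormally high, positive integrated signal ratio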;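 further: B-score derived from integrated fluorescence ratio over the kinetic read; more negative B-score means stronger inhibition of depolarization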
Target sequence (Q61143 whole entry, looked up): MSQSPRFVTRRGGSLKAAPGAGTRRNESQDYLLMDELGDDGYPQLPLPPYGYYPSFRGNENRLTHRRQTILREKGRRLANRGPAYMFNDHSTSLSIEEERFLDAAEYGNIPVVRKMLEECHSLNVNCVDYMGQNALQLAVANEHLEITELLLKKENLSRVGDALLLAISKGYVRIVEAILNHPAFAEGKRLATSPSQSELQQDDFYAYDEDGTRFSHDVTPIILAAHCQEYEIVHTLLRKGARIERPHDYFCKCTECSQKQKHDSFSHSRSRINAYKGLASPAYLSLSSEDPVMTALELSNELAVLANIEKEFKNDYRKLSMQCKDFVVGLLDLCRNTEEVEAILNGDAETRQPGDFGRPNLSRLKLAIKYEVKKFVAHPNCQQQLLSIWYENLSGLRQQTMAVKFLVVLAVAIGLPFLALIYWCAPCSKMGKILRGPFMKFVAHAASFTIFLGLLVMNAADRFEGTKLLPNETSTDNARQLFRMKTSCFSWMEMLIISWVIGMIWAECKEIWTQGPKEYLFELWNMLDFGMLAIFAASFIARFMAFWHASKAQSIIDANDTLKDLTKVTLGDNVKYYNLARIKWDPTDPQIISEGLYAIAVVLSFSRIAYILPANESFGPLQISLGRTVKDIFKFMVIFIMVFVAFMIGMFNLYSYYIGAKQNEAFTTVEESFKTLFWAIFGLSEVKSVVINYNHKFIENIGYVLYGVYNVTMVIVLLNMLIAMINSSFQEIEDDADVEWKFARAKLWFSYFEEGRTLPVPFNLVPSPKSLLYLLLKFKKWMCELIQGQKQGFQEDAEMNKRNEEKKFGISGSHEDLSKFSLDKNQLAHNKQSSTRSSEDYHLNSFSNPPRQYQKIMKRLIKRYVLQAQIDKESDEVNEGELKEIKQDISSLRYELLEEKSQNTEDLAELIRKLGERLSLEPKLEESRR
MrgX1 antagonist: antagonists of human MrgX1 receptor, primary screen, HEK293 cells, Fluo-4 calcium flux; B-score at 10 µM; BAM8-22 antagonism; active compounds read low; Mas-related G-protein coupled receptor member X1 (Homo sapiens), Q96LB2; actives 1.3% (n = 310,000);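 active means calcium-response B-score plate-corrected more than 3 library SD below zero, starting fluorescence within 5 deviations, no agonist response on first addition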;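 further: peak minus trough fluorescence over baseline after final BAM8-22 challenge near maximal dose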
TRPC4 act: activators of mouse TRPC4 channel, primary screen, Fluo4 calcium, HEK293 TRPC4beta/mu-opioid cells; actives 0.49% (n = 310,000); Fluo4 calcium fluorescence; active compounds read high; B-score at 10 µM; AID 2237, 2010;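 active means B-score above 5 SD of library B-scores, and initial fluorescence ratio not above library mean plus 5 SD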;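 further: positive B-score marks a calcium rise read as TRPC4 activation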
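Assay system: HEK293 stable line with TRPC4beta plus mu-opioid receptor. Times: dye 45 min RT, read 110 s. Measured by: kinetic Fluo4 calcium fluorescence. Measure: B score of integrated ratio. Controls: assay buffer as low control, maximal DAMGO as high control.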
TRPC6 activator: mouse TRPC6 channel activators, primary screen, cell-based, HEK293, membrane potential dye; HEK293-TRPC6 membrane potential dye fluorescence; active compounds read high; B-score at 10 µM; actives 0.13% (n = 310,000);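 active means B-score of the integrated fluorescence ratio above library mean plus 3 SD, and starting fluorescence ratio within library mean plus 5 SD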;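 further: higher score means more depolarization so channel activation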
* marks the source's active call; other numbers are inactive results; i = inactive; nt = not tested or not shown. Not all compounds are listed; the hit share may differ from the screen's.

mol	HIF act	PolyA inhibitor	MrgX1 PAM	AI-2 QS modul	TRPC4 potent	MrgX1 agonist	TRPC4 block	TRPC6 inh	MrgX1 antagonist	TRPC4 act	TRPC6 activator
COc1cccc2cc(-c3cn4ccc(C)cc4n3)c(=O)oc12	nt	i	i	10.9	i	i	i	i	i	i	i
CC(C)[C@@H](N)C(=O)N/N=C/c1ccc2nccnc2c1	0.4	i	i	4.8	i	i	i	i	i	i	i
O=C(Cc1ccc(Cl)cc1)Nc1ccc(Br)cn1	-3.1	i	i	-50.6	i	i	i	i	i	i	i
COCCN(CCOC)C(=O)C1CCCN(S(=O)(=O)c2ccc(NC(=O)OC)cc2)C1 (stereo not drawn)	-1.4	i	i	11.8	i	i	i	i	i	i	i
O=C(NNC(=O)c1cc2ccccc2o1)c1ccc(Cl)cc1	3.2	i	i	12.3	i	i	i	i	i	i	i
CC(=O)Nc1cccc(C(=O)/C=C/c2ccc(N(C)C)cc2)c1	nt	i	i	15.1	i	63.4*	i	i	i	i	i
COCCCNC(=O)c1ccccc1Sc1ccc(NC(C)=O)nc1	-0.1	i	i	1.0	i	i	i	i	i	i	i
C/C(=N\Nc1ccc(S(N)(=O)=O)cc1[N+](=O)[O-])c1cccnc1	-0.6	i	i	1.1	i	i	i	i	i	i	i
COc1cc(C(=O)Nc2ccccc2C(=O)NCc2cccnc2)cc(OC)c1OC	-0.7	i	8.9*	7.8	i	i	i	i	i	i	i
COc1ccc(C(=O)CSc2ccc(-c3ccco3)nn2)cc1	0.3	i	i	9.9	i	i	i	i	i	i	i
CC(=O)c1ccc(OCc2cc(C(=O)N(C)Cc3cc(C)no3)no2)cc1	0.9	i	i	45.1	i	i	i	i	i	i	i
O=c1c([N+](=O)[O-])c(O)c2ccccc2n1Cc1ccccc1	0.0	i	i	10.0	i	i	i	i	i	i	i
Cn1c(=N)n(CC(O)c2cccs2)c2ccccc21 (stereo not drawn)	-0.1	i	i	10.3	i	i	i	i	i	i	i
O=C(c1cn(-c2ccccc2)nc1-c1cccc(Br)c1)N1CCOCC1	-0.5	i	i	16.3	i	i	i	i	i	i	i
CCOC(=O)C1C(=O)CC(C)(O)C(C(=O)OCC)C1c1ccc2c(c1)OCO2 (stereo not drawn)	-15.6	i	i	-22.5	i	i	i	i	i	i	i
COc1ccc(S(=O)(=O)NCC(c2ccc3c(c2)OCO3)N2CCN(c3ccccc3)CC2)cc1 (stereo not drawn)	-0.2	i	i	16.5	i	i	i	i	i	i	i
CSc1cccc(NC(=S)N(Cc2ccccc2)Cc2cccnc2)c1	2.1	i	i	16.4	i	i	i	i	i	i	i
Cc1c(Cc2ccc3c(c2)OCO3)sc(NC(=O)c2cccc3ccccc23)c1C(N)=O	0.7	i	i	19.5	i	i	i	i	i	i	i
Cc1c(C(C)C)c(=O)n(-c2ccc(S(=O)(=O)NC3CC3)cc2)n1C	-0.5	i	i	40.0	i	i	i	i	i	i	i
Cc1cccc(N2CCN(C(=O)c3ccc(CNc4c(N5CCC(C)CC5)c(=O)c4=O)cc3)CC2)c1C	-0.3	i	i	6.9	i	i	i	i	i	i	i
CN(CC(=O)NC1CCCCCCC1)S(=O)(=O)c1cnc[nH]1	-1.9	i	i	20.0	i	i	i	i	i	i	i
Cc1cccc(OCCCn2c(=O)oc3ccc(C)cc32)c1	0.3	i	i	nt	i	i	i	i	i	i	i
COc1ccc(Cl)cc1NC(=O)Nc1ccccc1C(N)=O	-0.2	i	i	38.7	i	i	i	i	i	i	i
NS(=O)(=O)c1ccc(CCNC(=O)C(=O)NCC2OCCN2S(=O)(=O)c2cccs2)cc1 (stereo not drawn)	-0.1	i	i	27.1	i	i	i	i	i	i	i
Cn1cc(Br)c(C(=O)Nc2ncc(Br)s2)n1	0.5	i	i	22.9	i	i	i	i	i	i	i
CNC(=O)c1cccc(N2CCCC2=O)c1	-0.4	i	i	1.5	i	i	i	i	i	i	i
CC(=O)N1c2ccc(S(=O)(=O)N3CCC(C(=O)N4CCN(c5ccc(Cl)cc5)CC4)CC3)cc2CC1C (stereo not drawn)	0.7	i	i	9.4	i	i	i	i	i	i	i
CCc1nc(C)cn1S(=O)(=O)c1cc([N+](=O)[O-])ccc1Cl	0.3	i	i	3.0	i	i	i	i	i	i	i
Cn1c(=O)c2[nH]c(N3CCCCC3)nc2n(C)c1=O	0.0	i	i	-1.9	i	i	i	i	i	i	i
COc1cccc(CNC(=O)Cn2nc(C)c3c(C)n(-c4ccc(C)cc4)nc3c2=O)c1OC	0.1	i	i	8.1	i	i	i	i	i	i	i
CN(CCOC(=O)c1cccc(F)c1)Cc1ccccc1	-0.1	i	i	5.4	i	i	i	i	i	i	i
Cc1c(NC(=O)OCc2ccccc2)c(=O)n(-c2ccccc2)n1C	0.4	i	i	22.5	i	i	i	i	i	i	i
CC(Cl)C(=O)Nc1ncc(C(F)(F)F)cc1Cl (stereo not drawn)	-0.3	i	i	3.3	i	i	i	i	i	i	i
O=C(CS(=O)(=O)Cc1ccccc1)NCc1ccccc1Cl	-0.3	i	i	22.8	i	i	i	i	i	i	i
CC(SC1=NCCN1S(=O)(=O)c1ccccc1)c1ccccc1 (stereo not drawn)	0.4	i	i	13.5	i	i	i	i	i	i	i
COc1ccc(C2c3c(ccc4ccccc34)Oc3ncn4nc(-c5ccco5)nc4c32)cc1OC (stereo not drawn)	-0.4	i	i	11.9	i	i	i	i	i	i	i
COCCNC(=O)COc1ccc(Oc2ccccc2)cc1	0.5	i	i	18.6	i	i	i	i	i	i	i
CCCOc1ccc(C(CC(=O)O)NC(=O)c2cccs2)cc1 (stereo not drawn)	-0.3	i	i	12.8	i	i	i	i	i	i	i
CCOC(=O)C1C(c2ccc(O)c(OCC)c2)NC(=S)NC1(O)C(F)(F)F (stereo not drawn)	-0.6	i	i	13.9	i	i	i	i	i	i	i
O=C1CC2(CCCC2)Oc2ccc(Cl)cc21	0.3	i	i	10.1	i	i	i	i	i	i	i
COc1cccc(/C=C2/SC(=S)N(CCCC(=O)Nc3ccc(O)cc3)C2=O)c1	-1.3	i	i	-10.7	i	i	i	i	i	i	i
O=C(CSC1CC(=O)N(c2ccc(C(=O)O)cc2)C1=O)Nc1ccc2ccccc2c1 (stereo not drawn)	0.3	i	i	6.4	i	i	i	i	i	i	i
CCC1CCCCN1Cc1c(O)ccc2c(=O)c(-c3ccccc3OC)coc12 (stereo not drawn)	45.5*	i	i	-2.2	i	i	i	i	i	i	i
CC(C(=O)Nc1ccc2c(c1)OCCO2)N1Cc2ccccc2C1=O (stereo not drawn)	0.1	i	i	5.8	i	i	i	i	i	i	i
O=C(NC1CCCC1)c1ccc(COc2ccccc2Br)o1	-0.2	i	i	0.3	i	i	i	i	i	i	i
Cc1ccc(C)c(NC(CC(=O)c2ccccc2)C(=O)OCC(=O)c2cccs2)c1 (stereo not drawn)	1.3	i	i	11.6	i	i	i	i	i	i	i
COc1cccc(-c2cc(C(=O)O)[nH]n2)c1	0.1	i	i	15.7	i	i	i	i	i	i	i
COc1ccccc1-c1cc(C(=O)Nc2c(C)n(C)n(-c3ccccc3)c2=O)no1	-0.3	i	i	27.4	i	i	i	i	i	i	i

Ordered by formula weight (descending): three of the compounds above.
mol	HIF act	PolyA inhibitor	MrgX1 PAM	AI-2 QS modul	TRPC4 potent	MrgX1 agonist	TRPC4 block	TRPC6 inh	MrgX1 antagonist	TRPC4 act	TRPC6 activator
O=C(CSC1CC(=O)N(c2ccc(C(=O)O)cc2)C1=O)Nc1ccc2ccccc2c1 (stereo not drawn)	0.3	i	i	6.4	i	i	i	i	i	i	i
CCOC(=O)C1C(c2ccc(O)c(OCC)c2)NC(=S)NC1(O)C(F)(F)F (stereo not drawn)	-0.6	i	i	13.9	i	i	i	i	i	i	i
CCC1CCCCN1Cc1c(O)ccc2c(=O)c(-c3ccccc3OC)coc12 (stereo not drawn)	45.5*	i	i	-2.2	i	i	i	i	i	i	i

Carrying on:
mol	HIF act	PolyA inhibitor	MrgX1 PAM	AI-2 QS modul	TRPC4 potent	MrgX1 agonist	TRPC4 block	TRPC6 inh	MrgX1 antagonist	TRPC4 act	TRPC6 activator
Cc1cccc(C2Nc3ccccc3C(=O)N2CCc2ccccc2)n1 (stereo not drawn)	0.0	i	i	34.4	i	i	i	i	i	i	i
CC1CC2(C)Oc3ccccc3C3OCC1(CO)C(C)C32 (stereo not drawn)	-0.1	i	i	-18.1	i	i	i	i	i	i	i
Cc1cc(/C=C(\C#N)C(=O)Nc2ccc(F)cc2)c(C)n1-c1ccc(N2CCOCC2)c([N+](=O)[O-])c1	-0.8	i	i	-23.8	i	i	i	i	i	i	i
O=C(O)c1ccc(-n2cc(C(=O)c3ccccc3O)cn2)cc1	-12.7	i	i	27.1	i	i	i	i	i	i	i
Cc1cc(OC(=O)c2ccc(C(C)(C)C)cc2)c([N+](=O)[O-])c(=O)[nH]1	0.2	i	i	27.6	i	i	i	i	i	i	i
Cc1ccc(S(=O)(=O)NC(CC(C)C)C(=O)N2CCCCCCC2)cc1 (stereo not drawn)	-1.7	i	i	22.1	i	i	i	i	i	i	i
CCOc1c(Cl)cc(CNCC(O)c2ccccc2)cc1OC (stereo not drawn)	-0.3	i	i	6.4	i	i	-6*	i	i	i	i
Cc1ccc(NC(=O)CSc2nnc(CNC(=O)c3cccs3)o2)c(C)c1	-0.4	i	i	35.9	i	i	i	i	i	i	i
O=C(Nc1nnc(-c2ccc(Cl)cc2)o1)Nc1ccccc1F	0.3	i	i	30.3	i	i	i	i	i	i	i
CCOc1ccccc1N1CCN(C(=O)CN2C(=O)NC3(CCCC3)C2=O)CC1	0.8	i	i	0.7	i	i	i	i	i	i	i
